Fam108B counter: blocks mouse Fam108B hydrolase in RBBP9 counter-screen | inhibition, % at 9.51 µM | 300,000 compounds, 0.33% hits | recombinant Fam108B, FP-Rh probe fluorescence polarization;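 active means inhibition above the screen mean inhibition plus 3 SD, computed separately per campaign, cut at about 18% in these data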;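 further: inhibitors lower polarization as less probe binds the enzyme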
PME-1 primary: blocks human protein phosphatase methylesterase 1; Q9Y570; inhibition, % at 5.9 µM; recombinant PME-1, FP-Rh probe fluorescence polarization; 320,000 compounds, 0.53% hits;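 active means inhibition above the campaign mean of all compounds plus 3 SD, cut at about 26% in these data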;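 further: competitive labeling of PME-1 active site by serine hydrolase directed probe; 0% = PME-1 with DMSO and 100% = wells lacking PME-1 enzyme; inhibitors block probe labeling so polarization falls and inhibition rises; many of its hits are not listed in these tables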
AHR activator: activates the human aryl hydrocarbon receptor | P35869 | activation, % at 5 µM | AID 2796 | AHR-responsive luciferase reporter cells, luminescence | 320,000 compounds, 2.5% hits; in the data active means activation above about 47%;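 further: 0% = vehicle wells and 100% = reference agonist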
pPAFAH FP inh: pPAFAH (human) enzyme inhibition; recombinant pPAFAH, FP-rhodamine probe fluorescence polarization; inhibition, % at 3.39 µM; 330,000 compounds, 1.5% hits; AID 463082;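 active means inhibition above the mean inhibition across the screen plus 3 SD, cut at about 25% in these data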;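 further: inhibitors block binding of the rhodamine activity-based probe so polarization drops; 0% = enzyme with DMSO and 100% = wells lacking pPAFAH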
Target sequence (Q13093 whole entry, looked up): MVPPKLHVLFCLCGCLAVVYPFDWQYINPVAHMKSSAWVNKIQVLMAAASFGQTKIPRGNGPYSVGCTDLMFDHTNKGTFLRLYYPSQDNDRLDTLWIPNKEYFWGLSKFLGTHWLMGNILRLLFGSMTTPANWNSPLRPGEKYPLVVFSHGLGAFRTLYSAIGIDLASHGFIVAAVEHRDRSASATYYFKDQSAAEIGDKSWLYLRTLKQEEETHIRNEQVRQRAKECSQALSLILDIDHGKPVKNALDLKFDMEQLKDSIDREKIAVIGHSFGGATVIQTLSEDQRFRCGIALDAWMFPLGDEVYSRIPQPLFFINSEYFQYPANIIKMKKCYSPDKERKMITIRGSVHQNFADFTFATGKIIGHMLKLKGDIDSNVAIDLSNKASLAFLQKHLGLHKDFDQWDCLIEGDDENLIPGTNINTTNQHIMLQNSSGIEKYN
PAFAH1B2 inh: PAFAH1B2 (human) inhibition; P68402; recombinant PAFAH1B2, FP-rhodamine activity probe, fluorescence polarization; inhibition, % at 3.39 µM; 340,000 compounds, 1.2% hits; AID 492953;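 active means inhibition above the mean of all tested compounds plus 3 SD, cut at about 24% in these data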;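 further: 0% = enzyme with DMSO and 100% = wells lacking PAFAH1B2; many of its hits are not listed in these tables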
MCL1 BIM primary: inhibitors of human MCL1 binding to BIM-BH3 peptide | 320,000 compounds, 0.68% hits | Q07820 | AID 2057 | GST-MCL1 / FITC-Bim-BH3 fluorescence polarization | inhibition, % at 10.9 µM;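 active means inhibition above the mean inhibition of all tested compounds plus 3 SD, set per campaign, cut at about 40% in these data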;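 further: 0% = DMSO wells and 100% = unlabeled Bim-BH3 peptide control; higher means more loss of mP so more displacement of Bim peptide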
GLD-1 TGE inh: GLD-1-TGE RNA interaction inhibition (C. elegans). Q17339. purified GLD-1 + fluorescein TGE RNA, fluorescence polarization. inhibition, % at 5.96 µM. 320,000 compounds, 0.44% hits. AID 2280;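 active means percent inhibition above a per-plate cutoff, the plate mean of test compounds plus 3 SD, cut at about 30% in these data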;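 further: 0% = DMSO wells with GLD-1 and probe and 100% = wells lacking GLD-1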
Target sequence (Q17339 whole entry, looked up): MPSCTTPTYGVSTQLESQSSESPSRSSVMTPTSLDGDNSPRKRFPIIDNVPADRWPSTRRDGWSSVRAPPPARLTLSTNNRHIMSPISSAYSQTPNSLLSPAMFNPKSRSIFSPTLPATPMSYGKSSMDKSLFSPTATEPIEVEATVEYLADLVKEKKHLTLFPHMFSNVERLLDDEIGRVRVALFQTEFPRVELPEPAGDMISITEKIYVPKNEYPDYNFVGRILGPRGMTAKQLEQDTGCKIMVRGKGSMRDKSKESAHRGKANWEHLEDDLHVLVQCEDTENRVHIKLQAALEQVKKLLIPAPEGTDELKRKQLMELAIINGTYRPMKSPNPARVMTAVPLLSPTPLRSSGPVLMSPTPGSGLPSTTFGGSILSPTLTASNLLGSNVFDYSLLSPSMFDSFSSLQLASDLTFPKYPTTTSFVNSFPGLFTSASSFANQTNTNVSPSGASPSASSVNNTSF
MEX-5 binding: C. elegans MEX-5 TCR-2 RNA binding activity; activity score (negative = inhibition of binding), % at 10 µM; AID 1832; MEX-5/FITC-TCR2 RNA binding, fluorescence polarization; hits give low values; 300,000 compounds, 0.38% hits;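 active means inhibition past about -25% in most replicates, and total fluorescence under double the plate's negative control median, limit read from the data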;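 further: 0% = DMSO and -100% = 5 µM competing unlabeled TCR2 RNA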
Bcl-xL primary: Bcl-xL (human) inhibition; 320,000 compounds, 0.7% hits; inhibition, % at 10.9 µM; Q07817; AID 2129; GST-Bcl-xL / FITC-Bim BH3 peptide fluorescence polarization;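 active means inhibition above the mean of all tested compounds plus 3 SD, cutoff set per campaign, cut at about 30% in these data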;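 further: 0% = DMSO wells and 100% = unlabeled Bim-BH3 peptide competitor; inhibitors lower millipolarization by displacing the labeled peptide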
* = called active by the depositor; · = no result given. Some of the compounds tested (hit frequency here may not be typical).

SMILES | Fam108B counter | PME-1 primary | AHR activator | pPAFAH FP inh | PAFAH1B2 inh | MCL1 BIM primary | GLD-1 TGE inh | MEX-5 binding | Bcl-xL primary
O=C(NCc1ccccc1)C1CCCN(c2ncnc3c2nc2n3CCCCC2)C1 (configuration not stated) | 2 | 1 | 5 | -1 | -5 | 2 | -5 | 0.8 | 1
COc1ccc(C(=O)NCC(=O)OCC(=O)N2CCN(S(=O)(=O)c3ccccc3)CC2)cc1 | -1 | 3 | 5 | -2 | 2 | -14 | -7 | -1.1 | 28
Cc1ccc(OC(=O)c2cccc(S(=O)(=O)N3CCN(C)CC3)c2)c(Br)c1 | -1 | -1 | 1 | -3 | 9 | -2 | 1 | -1.4 | 0
COc1cc(NC(=O)CN2CCN(c3ccccc3F)CC2)cc(OC)c1 | 7 | 3 | 1 | -3 | 2 | -2 | 7 | · | -3
O=c1c2c3c(sc2n(CCN2CCOCC2)c(=O)n1Cc1ccco1)CCCCC3 | 20* | -1 | -5 | 14 | 0 | 5 | 4 | -0.6 | 1
CCOC(=O)N1CCN(Cc2c(F)cccc2F)CC1 | -1 | -4 | 1 | -2 | 2 | -2 | -4 | 2.5 | 2
CC1(N(O)C=C2C=CC(=O)C=C2)CCCCC1=O (configuration not stated) | -4 | -1 | 2 | -7 | -1 | -2 | 3 | -2.3 | -1
Cc1cccc(NC(=O)CSCC(=O)N2CCN(Cc3ccc4c(c3)OCO4)CC2)c1 | 1 | 2 | 3 | 2 | -3 | 7 | 4 | 2.2 | 1
C/C(=N/NC(=O)c1ccccc1)c1ccc(NC(=O)C(F)(F)F)cc1 | -2 | 4 | 8 | 2 | 2 | 15 | 4 | -1.2 | 5
Cc1cccc(-c2nnc(SC(C)C(=O)N3CCOCC3)o2)c1 (configuration not stated) | 3 | 8 | 6 | 2 | 1 | 0 | -3 | 0.7 | 1
Cc1ccc(C(C)C)c(OCc2nnc3n2CCCCC3)c1 | 4 | -1 | 1 | 4 | 4 | 5 | 6 | -0.5 | -3
COc1ccc(C(=O)NC(C)c2ccc(-n3ccnc3)cc2)c(OC)c1OC (configuration not stated) | -2 | 0 | 18 | 0 | 3 | 1 | 0 | -0.4 | 3
CCCCCCCCc1nnc(NC(=O)c2ccco2)s1 | -5 | 2 | 2 | 9 | 0 | 13 | 3 | -0.9 | 5
CC(SCC(=O)NC(C)C1CC2CCC1C2)C(=O)O (configuration not stated) | -2 | -7 | 3 | -3 | 14 | -8 | 6 | 1.0 | 2
Cc1ccc(C(C)(C)NC(=O)C2CCC(=O)N(CCCN3CCOCC3)C2)cc1 (configuration not stated) | -2 | -2 | 0 | 0 | 12 | 5 | 5 | -0.1 | 3
CCN1CCCC1CNC(=O)C(NC(=O)C1CCC(C)CC1)C(C)C (configuration not stated) | -3 | -1 | -2 | 3 | 4 | 3 | 5 | 1.5 | 1
CCCNC(=O)c1cc2nc(-c3ccccc3)cc(C(F)(F)F)n2n1 | -1 | 1 | -3 | -2 | 0 | 0 | -5 | -1.0 | 3
CC(C)CN=CC1=C(O)c2ccccc2C1=O | 1 | 3 | 3 | 3 | -4 | -3 | -1 | 1.9 | 1
C[C@]12CCC3C(CC[C@H]4CC(O)CC[C@]34C)C1CC/C2=N/O (some centres not stated) | -1 | -4 | 0 | 2 | 2 | -2 | 1 | 2.8 | 3
Cc1ccccc1NC(=O)c1ccc(N/N=C/c2ccccc2O)c([N+](=O)[O-])c1 | -4 | -6 | -1 | 1 | 1 | 5 | 5 | -0.5 | 6
Cc1cc(C)c(C#N)c(Oc2ccccc2)n1 | 4 | 3 | -1 | -1 | -1 | 6 | 3 | -1.5 | 3
CN(c1nc2ccccc2n2c(-c3ccco3)nnc12)S(=O)(=O)c1ccccc1 | -3 | -3 | 5 | 5 | 1 | 2 | 1 | 0.0 | 0
CCN1C2=NCCCN2c2cc(C)c(C)cc21 | -4 | -3 | 10 | -1 | -2 | 9 | -2 | 2.8 | 9
O=C1CCCc2nc(N3CCN(c4ccccc4)CC3)ncc21 | 2 | -1 | -4 | 2 | 1 | 1 | -4 | 1.1 | 1
C=CCN(CC=C)C(=O)C1CCC(C(=O)N(CC=C)CC=C)CC1 (configuration not stated) | -1 | -6 | 5 | 3 | 6 | 3 | 1 | 0.0 | 1
Cc1cc(C)c2sc(N(CCCN(C)C)C(=O)c3ccc(S(=O)(=O)N4CCCc5ccccc54)cc3)nc2c1 | -6 | 3 | 0 | 0 | 0 | 5 | -2 | 5.1 | 5
Cc1cc(C)nc(/N=C(\N)N2CCCCC2)n1 | 1 | -1 | 11 | -3 | 1 | -1 | 0 | -2.5 | 3
CC(NC(=O)CCn1c(=S)[nH]c2ccsc2c1=O)c1ccccc1 (configuration not stated) | -1 | -10 | 1 | 2 | 4 | 2 | 8 | -0.2 | -4
Cc1cc(C(=O)CSc2nc(N)cc(N)n2)c(C)n1CC1CCCO1 (configuration not stated) | · | · | 3 | 3 | 5 | · | 9 | · | ·
CCOC(=O)Cc1csc(NS(=O)(=O)c2ccc(F)cc2)n1 | 2 | 1 | 0 | 1 | 6 | 30 | 29 | -0.1 | 29

Whole records from above. Screens in order: Fam108B counter	PME-1 primary	AHR activator	pPAFAH FP inh	PAFAH1B2 inh	MCL1 BIM primary	GLD-1 TGE inh	MEX-5 binding	Bcl-xL primary
Cc1cc(C(=O)CSc2nc(N)cc(N)n2)c(C)n1CC1CCCO1 (configuration not stated) as listed: ·	·	3	3	5	·	9	·	·
C=CCN(CC=C)C(=O)C1CCC(C(=O)N(CC=C)CC=C)CC1 (configuration not stated) as listed: -1	-6	5	3	6	3	1	0.0	1
Cc1cc(C)nc(/N=C(\N)N2CCCCC2)n1 as listed: 1	-1	11	-3	1	-1	0	-2.5	3

More entries.
SMILES | Fam108B counter | PME-1 primary | AHR activator | pPAFAH FP inh | PAFAH1B2 inh | MCL1 BIM primary | GLD-1 TGE inh | MEX-5 binding | Bcl-xL primary
COc1ccc(C(=O)NC2CCSc3ccccc32)cc1F (configuration not stated) | -1 | 2 | 4 | 5 | 6 | -5 | 6 | 4.7 | 4
CCN(CC)C(=O)c1nn(-c2ccccc2)c2c1C1CCC2(C)C1(C)C (configuration not stated) | -5 | -3 | 6 | 0 | 4 | -9 | 2 | 0.7 | 0
Cc1ccccc1C(=O)Nc1cccc(C(=O)N/N=C/c2cc(Cl)cc([N+](=O)[O-])c2O)c1 | 9 | 10 | 34 | 38* | 3 | 5 | 2 | -2.9 | -1
C[C@@]12C(=O)N(c3cccc(Br)c3)C(=O)N1[C@H](c1ccc(Cl)cc1)[C@@H]1C(=O)N(C3CCCCC3)C(=O)[C@@H]12 | -8 | -14 | -2 | 2 | -4 | 6 | 5 | 0.9 | 1
CCc1cc2ccccc2nc1SCC(=O)Nc1cc(C)on1 | 0 | -1 | 4 | 1 | 6 | 2 | 1 | -0.9 | 8
Fc1cccc(CSc2nnc3ccc(-c4ccncc4)nn23)c1 | -7 | 7 | 5 | 9 | 3 | 10 | -7 | -1.0 | 2
CC1CC(C)CN(S(=O)(=O)c2ccc(C(=O)NCc3ccc4c(c3)OCO4)cc2)C1 (configuration not stated) | -3 | -10 | 1 | -5 | 1 | 9 | 4 | -1.6 | 7
CC(C)NC(=O)c1cc2n(n1)C(C(F)(F)F)CC(c1ccco1)N2 (configuration not stated) | 2 | 7 | 7 | 7 | 5 | 7 | 3 | -1.4 | 9
CC1CCCCN1C(=O)c1ccc(COc2ccc([N+](=O)[O-])cc2)o1 (configuration not stated) | -3 | 2 | 5 | 8 | 4 | 3 | 6 | 0.9 | -2
Nc1c(C(=O)N2CCCC2)sc2nc3c(cc12)CCCCCC3 | 6 | 0 | 30 | 6 | 5 | 6 | 3 | 2.0 | 4
O=C(c1cc2c(s1)CCCC2)N1CCN(c2ccccc2)CC1 | -1 | 5 | 0 | 6 | 0 | 4 | 2 | 0.6 | -1
O=C(/C=C/c1ccc(S(=O)(=O)NCc2ccco2)cc1)NCc1ccccc1Cl | -4 | 3 | -2 | 32* | 7 | -9 | 2 | 2.8 | -1
CCn1c(SCC(=O)Nc2ccc(C(C)=O)cc2)nc2c([nH]c3ccccc32)c1=O | -6 | -4 | 31 | 3 | 0 | 7 | 3 | 1.3 | 3
Cn1ncc(Cl)c1C(=O)Nc1cccc(Cl)c1 | 3 | 9 | 84* | 2 | 2 | 21 | 3 | -1.0 | 15
CCCCn1c2ccc(F)cc2c2nnc(NN)nc21 | 3 | -3 | -1 | 4 | 3 | 7 | 4 | -0.3 | 6
Cc1oc(S(=O)(=O)N2CCCC2)cc1C(=O)Nc1ccc(F)cc1 | 3 | 1 | -6 | -2 | 9 | -2 | -2 | 3.3 | 3
CC(C(=O)NCc1ccccc1)n1cc([N+](=O)[O-])cn1 (configuration not stated) | -1 | 2 | 0 | 5 | 6 | 3 | -8 | -0.7 | 1
CSc1nc(C)cc(-c2cc(C(=O)Nc3ccccc3)on2)n1 | -6 | -9 | -7 | -1 | · | -2 | -4 | -1.9 | 0
Cc1ccc(-c2cc(-c3ccccc3)c3c(N)c(S(C)(=O)=O)sc3n2)cc1 | -5 | -7 | -6 | 20 | -1 | 18 | 5 | 0.4 | 18
CC1(C)C2CC[C@]3(C)C(CC=C4[C@@H]5C[C@@](C)(CO)[C@@H](O)C[C@]56C[C@@H](OC6=O)[C@]43C)[C@@]2(C)CC[C@@H]1O (some centres not stated) | 2 | 3 | 0 | 8 | 5 | 7 | 3 | 0.0 | 4
O=C(CSc1nn(-c2ccc(F)cc2)c(=S)s1)N1CCN(C(=O)c2ccco2)CC1 | 3 | 10 | 0 | 18 | 4 | -6 | -2 | -3.7 | -2
CC1CCC/C(=N/NC(=O)c2ccccc2-n2cccc2)C1 (configuration not stated) | -1 | -11 | 83* | -8 | 4 | 5 | 6 | 2.7 | 3
COCCCNC(=O)CCn1c(=O)c2ccccc2n(CC(=O)Nc2c(C)cccc2C)c1=O | 3 | 0 | -2 | 1 | 2 | 2 | -5 | 1.4 | 5
Cc1ccnc(NC(=O)C2(c3cccs3)CCOCC2)c1 | -2 | 3 | 4 | 2 | 6 | 5 | 3 | 3.5 | 4
CCCCSc1nnc([C@@H](NC(=O)OC(C)(C)C)C(C)C)o1 | -2 | -3 | -2 | 7 | 0 | -1 | 9 | 0.2 | 0
COc1ccc2c(=O)c3c(=O)n(-c4ccccc4)c(-c4ccc(C)cc4)nc3oc2c1 | -2 | -5 | 12 | 1 | 4 | 9 | -3 | -1.4 | 7
Cc1ccc(NC(=O)CSc2n[nH]c(-c3ccncc3)n2)cc1 | 2 | 2 | -1 | -2 | 6 | 4 | 4 | -0.5 | 1
CCCN(C(=O)c1cccc(S(=O)(=O)N2CCCc3ccccc32)c1)C1CCS(=O)(=O)C1 (configuration not stated) | · | 4 | 4 | 3 | 7 | -2 | 9 | · | 7
COc1ccccc1Nc1nc(N)nc(CSC(=S)N2CCCCC2)n1 | 0 | 5 | 15 | 0 | 1 | 8 | 11 | 1.5 | 8
Cc1ccc2c(c1)C(=O)N1[C@H]3c4cc(Br)ccc4OC[C@@H]3[C@H](c3ccccc3)[C@]1(C)C(=O)N2 | · | · | 2 | -6 | -3 | · | -3 | · | ·

Bioassay records: PubChem BioAssay, several laboratories
